Screening data deposited in PubChem BioAssay by several laboratories.
TCR-CD3 inh: human TCR-CD3 binding inhibition; TAMRA-labeled TCR probe fluorescence, biochemical; inhibition, % at 9.4 µM; actives 0.37% (n = 360,000); AID 651800; in the data active = inhibition above about 19%;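 note: recombinant mutant TCR 2C K166C tagged with TAMRA read by polarization; 0% = receptor in buffer alone and 100% = receptor with positive control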
NPR1 activator: GC-A (human) enzyme activation; actives 0.14% (n = 370,000); HEK293 GC-A cells, cGMP TR-FRET, EC30 ANP; 0% at EC30 ANP, 100% saturating ANP; activation, % at 10 µM; AID 1671463; P16066; in the data active = activation above about 40%
mABHD4 FP: inhibits mouse alpha/beta hydrolase domain 4; purified mABHD4, FP-Rh probe fluorescence polarization; inhibition, % at 8.92 µM; actives 0.54% (n = 370,000);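 active = inhibition exceeding the mean over every tested compound plus 3 SD, cut at about 30% in these data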;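 note: 0% = plate median of compound wells and 100% = S159A mutant with DMSO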
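assay system = mABHD4 protein | compound dosing = single nominal dose of 8.92 µM, 0.89% DMSO final | read-out basis = percent inhibition of probe binding, normalized to plate controls | schedule = Enzyme–compound pre-incubation 45 min, then probe 60 min, both 25 °C | detection = fluorescence polarization, excitation 525 nm, emission 598 nm, BODIPY TMR filters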
PRMT1 inh: blocks human protein arginine methyltransferase 1; Q99873; recombinant PRMT1, activity-based probe fluorescence polarization; inhibition, % at 2.79 µM; actives 1.3% (n = 370,000); AID 652257;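 active = inhibition above about 21% made by adding two undisclosed values, limit read from the data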
NPR2 activator: GC-B (human) receptor activation. P20594. HEK293-GC-B cells, CNP EC30, cGMP TR-FRET; 0% at EC30 CNP, 100% saturating CNP. activation, % at 10 µM. actives 0.11% (n = 370,000). AID 1920062;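 active = activation at 10 µM reaching about 35% in either raw or pattern-adjusted values, limit read from the data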
Target sequence (P20594 whole entry, looked up): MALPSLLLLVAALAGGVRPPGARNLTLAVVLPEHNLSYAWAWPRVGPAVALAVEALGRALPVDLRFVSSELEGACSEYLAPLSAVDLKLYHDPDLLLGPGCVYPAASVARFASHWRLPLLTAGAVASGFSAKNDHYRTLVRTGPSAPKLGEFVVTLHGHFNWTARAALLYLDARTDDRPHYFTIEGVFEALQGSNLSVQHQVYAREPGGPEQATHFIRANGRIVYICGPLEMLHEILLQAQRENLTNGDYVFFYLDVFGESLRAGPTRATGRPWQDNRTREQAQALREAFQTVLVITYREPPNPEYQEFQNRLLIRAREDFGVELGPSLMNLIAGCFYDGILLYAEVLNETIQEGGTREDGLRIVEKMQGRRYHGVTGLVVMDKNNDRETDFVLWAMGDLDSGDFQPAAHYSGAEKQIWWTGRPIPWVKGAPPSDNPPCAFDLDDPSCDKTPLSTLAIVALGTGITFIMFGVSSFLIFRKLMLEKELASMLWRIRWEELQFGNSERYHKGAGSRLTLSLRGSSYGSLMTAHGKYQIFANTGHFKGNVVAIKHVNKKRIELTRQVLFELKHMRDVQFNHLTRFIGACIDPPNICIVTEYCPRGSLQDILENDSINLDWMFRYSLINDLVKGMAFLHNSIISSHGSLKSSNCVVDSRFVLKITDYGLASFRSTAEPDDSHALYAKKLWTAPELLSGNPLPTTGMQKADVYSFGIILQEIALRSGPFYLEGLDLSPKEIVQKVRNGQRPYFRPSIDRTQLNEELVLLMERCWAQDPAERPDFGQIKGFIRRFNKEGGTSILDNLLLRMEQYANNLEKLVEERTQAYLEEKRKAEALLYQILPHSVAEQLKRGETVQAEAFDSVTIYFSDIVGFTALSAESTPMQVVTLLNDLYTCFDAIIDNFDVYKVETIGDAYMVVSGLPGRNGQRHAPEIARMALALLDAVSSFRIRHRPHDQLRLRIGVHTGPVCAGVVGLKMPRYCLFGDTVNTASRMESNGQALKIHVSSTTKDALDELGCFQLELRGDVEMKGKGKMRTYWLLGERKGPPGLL
rCAG RNA binder: r(CAG) repeat RNA binding; actives 1.3% (n = 370,000); inhibition, % at 3 µM; TO-PRO-1 dye displacement fluorescence;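 active = inhibition above the plate cutoff, the mean of all test compounds on that plate plus 3 SD, cut at about 35% in these data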;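 note: 0% = DMSO alone and 100% = 100 µM mitoxantrone as full dye displacement; higher means more dye released from RNA so lower well fluorescence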
SIAE primary: blocks human sialic acid acetylesterase | Q9HAT2 | SIAE FP-Rh probe binding, fluorescence polarization | inhibition, % at 9.66 µM | actives 0.69% (n = 370,000);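 active = inhibition above a cutoff: mean of compounds within the control limits plus 3 SD of those, cut at about 17% in these data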;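 note: 0% = plate median of compound wells and 100% = probe without SIAE protein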
UHRF1 MBD2 ctr: UHRF1 methyl-DNA binding inhibition; Q96T88; UHRF1 binding to methylated oligo, TR-FRET; inhibition, % at 4.4 µM; actives 0.75% (n = 370,000); in the data active = inhibition above about 21%;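 note: UHRF1 SRA domain binding a hemimethylated CpG hairpin DNA probe; 0% = median of test compound wells and 100% = reference inhibitor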
MBD2 inh: blocks human MBD2 binding to methylated DNA | Q9UBB5 | TR-FRET, MBD2 binding to methylated oligonucleotide | inhibition, % at 4.4 µM | actives 0.31% (n = 370,000); in the data active = inhibition above about 13%
HTRA1 inh: HTRA1 (human) protease inhibition | Q92743 | recombinant HTRA1, FP-rhodamine activity-based probe, fluorescence polarization | inhibition, % at 5.96 µM | actives 0.5% (n = 340,000); in the data active = inhibition above about 36%;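 note: 0% = enzyme with DMSO and 100% = wells lacking enzyme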
* hit, by the source's call. A portion of the library (hit frequency here may not be typical).

For COc1cccc(CNC(=S)Nc2ccc3c(c2)c(=O)n(C)n3Cc2ccccc2)c1 the results were TCR-CD3 inh 1, NPR1 activator -3, mABHD4 FP -1, PRMT1 inh 0, NPR2 activator 1, rCAG RNA binder 1, SIAE primary -1, UHRF1 MBD2 ctr -4 and MBD2 inh -5.
`COc1ccc(CN2CCN(c3ccccn3)CC2)cc1OCc1ccccc1` gave TCR-CD3 inh -1, NPR1 activator -3, mABHD4 FP -4, PRMT1 inh 3, NPR2 activator 2, rCAG RNA binder -2, SIAE primary -8, UHRF1 MBD2 ctr 4, MBD2 inh 7 and HTRA1 inh -2.
`Cn1ncc(C#N)c1NC(=O)c1nn2cccnc2c1Cl` gave TCR-CD3 inh -5, NPR1 activator 5, mABHD4 FP 15, PRMT1 inh 1, NPR2 activator 8, rCAG RNA binder 2, SIAE primary -7, UHRF1 MBD2 ctr -3, MBD2 inh 2 and HTRA1 inh -3.
Screening COc1cccc(C(=O)Nc2cccc(C(=O)NCC(C)C)c2)c1 returned TCR-CD3 inh 9, NPR1 activator 1, mABHD4 FP -2, PRMT1 inh 0, NPR2 activator 1, rCAG RNA binder -2, SIAE primary 2, UHRF1 MBD2 ctr -1, MBD2 inh -1 and HTRA1 inh -6.
For CCOC(=O)[C@H]1[C@H]2COc3ccc(C)cc3[C@@H]2N2C(=O)CN(Cc3ccc(C)cc3)C(=O)[C@@]12C the results were TCR-CD3 inh -3, NPR1 activator 3, mABHD4 FP 6, PRMT1 inh -2, NPR2 activator -2, rCAG RNA binder -5, SIAE primary -1, UHRF1 MBD2 ctr 5, MBD2 inh 0 and HTRA1 inh -4.
For COc1cc(C(=O)NCc2nnc(SCC(=O)Nc3cc(C)cc(C)c3)o2)cc(OC)c1OC the results were TCR-CD3 inh 7, NPR1 activator -3, mABHD4 FP -1, PRMT1 inh -2, NPR2 activator -9, rCAG RNA binder 0, SIAE primary 1, UHRF1 MBD2 ctr -1, MBD2 inh -6 and HTRA1 inh -7.
Screening CC(=O)CCn1cc([N+](=O)[O-])nc1C returned TCR-CD3 inh -3, NPR1 activator 2, mABHD4 FP 0, PRMT1 inh -4, NPR2 activator 4, rCAG RNA binder 0, SIAE primary -2, UHRF1 MBD2 ctr 1, MBD2 inh -5 and HTRA1 inh 8.
For CCOC(=O)c1c(C)[nH]c(C(=O)COC(=O)/C=C/c2cccc(OC)c2OC)c1C the results were TCR-CD3 inh -8, NPR1 activator -1, mABHD4 FP -3, PRMT1 inh 3, NPR2 activator -3, rCAG RNA binder -2, SIAE primary -2, UHRF1 MBD2 ctr 19, MBD2 inh 6 and HTRA1 inh 0.
`CCC(=O)Nc1cccc(-c2cc3ccccc3oc2=O)c1` gave TCR-CD3 inh 4, NPR1 activator 7, mABHD4 FP -9, PRMT1 inh 1, NPR2 activator 0, rCAG RNA binder 3, SIAE primary -9, UHRF1 MBD2 ctr 0, MBD2 inh -1 and HTRA1 inh -1.
For CCCCCCCCN1C(=O)[C@@H](CC(=O)NCc2ccccc2)C[C@@]2(C(=O)OC)C1=C[C@H](C(C)(C)C)O[C@@H]2C the results were TCR-CD3 inh -5, NPR1 activator 3, mABHD4 FP -7, PRMT1 inh 3, NPR2 activator 3, rCAG RNA binder 1, SIAE primary 1, UHRF1 MBD2 ctr 2 and MBD2 inh 4.
COc1ccc2oc(-c3ccccc3)c(C(N)=O)c2c1 was read as TCR-CD3 inh 0, NPR1 activator 6, mABHD4 FP -3, PRMT1 inh 0, NPR2 activator 0, rCAG RNA binder 4, SIAE primary 4, UHRF1 MBD2 ctr -5, MBD2 inh -2 and HTRA1 inh -3.
O=C(Nc1ccncc1)c1cc(S(=O)(=O)N2CCCC2)ccc1Cl was read as TCR-CD3 inh -2, NPR1 activator -17, mABHD4 FP 2, PRMT1 inh -2, NPR2 activator -12, rCAG RNA binder 1, SIAE primary 3, UHRF1 MBD2 ctr -3, MBD2 inh 0 and HTRA1 inh 6.

Filtered by structure: the entries above containing a Cl atom.
`Cn1ncc(C#N)c1NC(=O)c1nn2cccnc2c1Cl` gave TCR-CD3 inh -5, NPR1 activator 5, mABHD4 FP 15, PRMT1 inh 1, NPR2 activator 8, rCAG RNA binder 2, SIAE primary -7, UHRF1 MBD2 ctr -3, MBD2 inh 2 and HTRA1 inh -3.
O=C(Nc1ccncc1)c1cc(S(=O)(=O)N2CCCC2)ccc1Cl was read as TCR-CD3 inh -2, NPR1 activator -17, mABHD4 FP 2, PRMT1 inh -2, NPR2 activator -12, rCAG RNA binder 1, SIAE primary 3, UHRF1 MBD2 ctr -3, MBD2 inh 0 and HTRA1 inh 6.

The results go on:
Cc1ccc([C@H]2C[C@@H](n3cc(COC(=O)c4ccccc4)nn3)[C@H](O)CN2CC2CCCCC2)cc1 was read as TCR-CD3 inh 1, NPR1 activator -3, mABHD4 FP -3, PRMT1 inh 0, NPR2 activator 1, rCAG RNA binder 8, SIAE primary 4, UHRF1 MBD2 ctr -1, MBD2 inh -1 and HTRA1 inh 0.
For CCCCNC(=O)CSc1nc(O)c(Cc2ccc(OC)cc2)c(=O)[nH]1 the results were TCR-CD3 inh 10, NPR1 activator 6, mABHD4 FP 1, PRMT1 inh -1, NPR2 activator 5, rCAG RNA binder 1, SIAE primary -6, UHRF1 MBD2 ctr -1, MBD2 inh 0 and HTRA1 inh 3.
For CCOc1ccc(N(CC)C(=O)CCS(=O)(=O)c2cccc3nonc23)cc1 the results were TCR-CD3 inh 6, NPR1 activator -2, mABHD4 FP 7, PRMT1 inh 0, NPR2 activator 0, rCAG RNA binder -3, SIAE primary 3, UHRF1 MBD2 ctr 9, MBD2 inh 2 and HTRA1 inh -1.
CCCS(=O)(=O)NC(=O)C1(C)CCCN(C(=O)c2ccco2)C1 (centres undefined) was read as TCR-CD3 inh 0, NPR1 activator 1, mABHD4 FP 6, PRMT1 inh 1, NPR2 activator -2, rCAG RNA binder 0, SIAE primary 2, UHRF1 MBD2 ctr 1 and MBD2 inh -6.
`CCC(=O)OC1(C#CCOc2ccc(OC)cc2)CCN(C)CC1` gave TCR-CD3 inh -2, NPR1 activator -1, mABHD4 FP 2, PRMT1 inh 0, NPR2 activator -6, rCAG RNA binder -6, SIAE primary 3, UHRF1 MBD2 ctr 2, MBD2 inh -3 and HTRA1 inh -2.
`C#CCOC(=O)Nc1cnccc1C(F)(F)F` gave TCR-CD3 inh -4, NPR1 activator -1, mABHD4 FP 5, PRMT1 inh 5, NPR2 activator 3, rCAG RNA binder -1, SIAE primary -2, UHRF1 MBD2 ctr 1, MBD2 inh -4 and HTRA1 inh 0.
COc1ccc(CN2CCC(CO)(CCOc3ccccc3)CC2)c(OC)c1C was read as TCR-CD3 inh -6, NPR1 activator -21, mABHD4 FP -2, PRMT1 inh -3, NPR2 activator -11, rCAG RNA binder -6, SIAE primary -2, UHRF1 MBD2 ctr 3, MBD2 inh -5 and HTRA1 inh 5.
CC1=C(C(=O)N(C(C)C)C(C)C)CC(CC(=O)NCc2cccs2)C(=O)N1Cc1ccc(C(C)(C)C)cc1 (centres undefined) was read as TCR-CD3 inh -4, NPR1 activator -2, mABHD4 FP 1, PRMT1 inh 4, NPR2 activator 3, rCAG RNA binder 0, SIAE primary 4, UHRF1 MBD2 ctr -2 and MBD2 inh -3.
For CC(=O)N1CCC2(CC1)C/C(=N\NC(=S)Nc1ccccc1F)c1cc(O)ccc1O2 the results were TCR-CD3 inh -9, NPR1 activator 15, mABHD4 FP 7, PRMT1 inh 10, NPR2 activator -1, rCAG RNA binder 17, SIAE primary 11, UHRF1 MBD2 ctr 5, MBD2 inh 5 and HTRA1 inh 6.
O=C(NCC1CCCO1)c1cccnc1NCc1ccc(F)cc1 (centres undefined) was read as TCR-CD3 inh 5, NPR1 activator -3, mABHD4 FP 1, PRMT1 inh 0, NPR2 activator 3, rCAG RNA binder -3, SIAE primary -2, UHRF1 MBD2 ctr 3, MBD2 inh -4 and HTRA1 inh -1.
For CC1CCC/C(=N\NC(=O)Nc2ccccc2)C1 (centres undefined) the results were TCR-CD3 inh -6, NPR1 activator 0, mABHD4 FP -7, PRMT1 inh -2, NPR2 activator -1, rCAG RNA binder 3, SIAE primary 2, UHRF1 MBD2 ctr -2, MBD2 inh -4 and HTRA1 inh 1.
`COc1cccc(N2C(=NC(=O)c3ccccc3)SC3CS(=O)(=O)CC32)c1` (centres undefined) gave TCR-CD3 inh 0, NPR1 activator -8, mABHD4 FP -8, PRMT1 inh -7, NPR2 activator 0, rCAG RNA binder -1, SIAE primary -3, UHRF1 MBD2 ctr -1, MBD2 inh -7 and HTRA1 inh 4.
COc1ccccc1CN1CC(C(=O)N2CCC(OC)CC2)CCC1=O (centres undefined) was read as TCR-CD3 inh 12, NPR1 activator 4, mABHD4 FP 4, PRMT1 inh -4, NPR2 activator -6, rCAG RNA binder -3, SIAE primary -5, UHRF1 MBD2 ctr 0, MBD2 inh -6 and HTRA1 inh -1.
CC(C)(C)NC(=O)COC(=O)c1ccccc1OCC(=O)Nc1ccc(Br)cc1 was read as TCR-CD3 inh 8, NPR1 activator 12, mABHD4 FP -10, PRMT1 inh 0, NPR2 activator 11, rCAG RNA binder 1, SIAE primary 4, UHRF1 MBD2 ctr 2, MBD2 inh 0 and HTRA1 inh -10.
Screening O=C(C1=C(O)C(=O)N(Cc2ccccc2)C1c1ccncc1)c1ccco1 (centres undefined) returned TCR-CD3 inh -6, NPR1 activator 2, mABHD4 FP 6, PRMT1 inh 5, NPR2 activator 1, rCAG RNA binder 1, SIAE primary 2, UHRF1 MBD2 ctr -2, MBD2 inh 7 and HTRA1 inh 4.
Screening COc1ccc(CN(CC(=O)NCc2ccccc2)C(=O)CCC(=O)Nc2cc(C)ccn2)cc1 returned TCR-CD3 inh 3, NPR1 activator -5, mABHD4 FP 3, PRMT1 inh -1, NPR2 activator -4, rCAG RNA binder -7, SIAE primary -2, UHRF1 MBD2 ctr 0, MBD2 inh -5 and HTRA1 inh -6.
O=C(O)Cc1c(C(=O)O)nnn1-c1ccc(Cl)cc1Cl was read as TCR-CD3 inh 1, NPR1 activator 0, mABHD4 FP 1, PRMT1 inh 1, NPR2 activator 0, rCAG RNA binder -4, SIAE primary -1, UHRF1 MBD2 ctr 14, MBD2 inh 5 and HTRA1 inh 3.
O=C(Nn1c(C2CCC2)nc2ccccc2c1=O)c1cccs1 was read as TCR-CD3 inh 3, NPR1 activator -2, mABHD4 FP -4, PRMT1 inh -6, NPR2 activator -1, rCAG RNA binder 2, SIAE primary 10, UHRF1 MBD2 ctr 4, MBD2 inh 1 and HTRA1 inh 1.
COc1ccc(CN(C(=O)c2cc(=O)c3cc(C)cc(C)c3o2)C2CCS(=O)(=O)C2)cc1 (centres undefined) was read as TCR-CD3 inh 2, NPR1 activator -4, mABHD4 FP -1, PRMT1 inh -4, NPR2 activator -1, rCAG RNA binder -6, SIAE primary 1, UHRF1 MBD2 ctr -2, MBD2 inh -2 and HTRA1 inh 6.
Screening CCn1cc(C(=O)Nc2ncccc2O)c(=O)c2cc(F)c(N3CCN(C(=O)c4ccco4)CC3)cc21 returned TCR-CD3 inh 20*, NPR1 activator 2, mABHD4 FP 7, PRMT1 inh 0, NPR2 activator -2, rCAG RNA binder 4, SIAE primary 4, UHRF1 MBD2 ctr -5, MBD2 inh -2 and HTRA1 inh 16.
For CCS(=O)(=O)N1CCCC(C(=O)NC2CCCCC2C)C1 (centres undefined) the results were TCR-CD3 inh 3, NPR1 activator 6, mABHD4 FP 4, PRMT1 inh -2, NPR2 activator -5, rCAG RNA binder 2, SIAE primary -1, UHRF1 MBD2 ctr 0, MBD2 inh -1 and HTRA1 inh 0.
